Bioassay records from PubChem BioAssay.
Yfh1-depleted yeast: enhancers of respiration in Yfh1-depleted yeast, dose response, Friedreich's ataxia, plus single-dose screen (AID 1465); S. cerevisiae Yfh1-off respiration, WST-1 reduction, 72 h; higher fold induction means a stronger effect; fold induction at 50 µM; hits with a dose series show EC50 in µM; 220,000 compounds, 0.074% hits;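 active means fold induction of absorbance versus untreated yeast above a set limit, then at least 30% activation at any dose in follow-up; inconclusive means repeats straddling the limit, or above it without dose testing; inactive means fold induction below the set limit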;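 further: activators that raise dye reduction in frataxin-depleted yeast; strong numbers were not always called active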
West Nile virus CPE: inhibition of WNV-induced cytopathic effect – cell-based, CPE readout (AID 1621); West Nile virus-infected cells, CPE inhibition; higher % means a stronger effect; CPE inhibition, % at 10 µM, or IC50 in µM where a hit was titrated; 290,000 compounds, 0.02% hits; in the data active means a potency from the dose series; inconclusive means CPE inhibition mostly from about 3.7% at the one dose, without a potency; inactive means the rest, 99 in 100 with CPE inhibition below about 2.2%; further: strong numbers were not always called active
KOR beta-arrestin-1: KOR agonists, beta-arrestin recruitment, primary screen, cell-based, luminescence, uHTS (AID 1777) | KOR beta-arrestin recruitment, luminescence; higher % means a stronger effect | 280,000 compounds, 0.02% hits | one-dose activation, % at 10 µM; EC50 in µM for titrated hits; in the data active means activation above about 50%, passing the limit was not always enough; further: a part of the inactive calls stands beside numbers as strong as those of hits
NS5 inhibitors: Dengue-2 NS5 methyltransferase inhibitors, primary screen, biochemical, confirmation dose response (AID 588689) | Dengue-2 NS5 methyltransferase capping enzyme assay, biochemical; higher % means a stronger effect | inhibition, % at 25 µM; hits with a dose series show IC50 in µM | 340,000 compounds, 0.3% hits; in the data active means a potency from the dose series; inconclusive means inhibition above about 29% without an active follow-up result
AID2073: inhibitors of Mint1-CaV2.2 protein interaction, biochemical, HTRF (AID 2073); HTRF protein-protein interaction, Mint1-CaV2.2; higher % means a stronger effect; one-dose inhibition, % at 20 µM; IC50 in µM for titrated hits; 290,000 compounds, 0.19% hits; in the data active means inhibition mostly above about 51%, no sharp cut-off; inconclusive means no clear call, values can overlap the other calls; inactive means mostly below about 53%; further: some results filed as inactive read as strong as hits
HEK293 NOD2/NF-kB: inhibition of NOD2-driven NF-kB reporter – cell-based, luminescence, uHTS, HEK293 (AID 1566); HEK293 NOD2/NF-kB luciferase reporter, luminescence; higher % means a stronger effect; one-dose inhibition, % at 4 µM; EC50 in µM for titrated hits; 290,000 compounds, 0.63% hits; further: many of its hits are not listed in these tables
HIV peptide binding: cell-free HIV fusion peptide-binding blockers – biochemical, uHTS, fluorescence dequenching, primary screen (AID 1986) | cell-free peptide binding, fluorescence dequenching, 30 min; higher % means a stronger effect | 290,000 compounds, 0.3% hits | inhibition, % at 20 µM, or IC50 in µM where a hit was titrated; in the data active means inhibition mostly above about 52%, no sharp cut-off; inactive means mostly below about 76%; further: some results filed as inactive read as strong as hits
NOD1 NF-kB reporter: inhibition of NOD1-driven NF-kB reporter – cell-based, luminescence, uHTS, primary screen (AID 1578). 290,000 compounds, 1% hits. inhibition, % at 4 µM; hits with a dose series show EC50 in µM. NOD1-driven NF-kB luciferase reporter cells, luminescence; higher % means a stronger effect; in the data active means inhibition mostly above about 36%, no sharp cut-off; inactive means mostly below about 34%;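 further: HEK-293T reporter cells stimulated with the NOD1 agonist gamma-tri-DAP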
KOR beta-arrestin-2: kappa opioid receptor blockers – cell-based, luminescence, uHTS (AID 1778) | KOR beta-arrestin recruitment, luminescence, antagonist mode; higher % means a stronger effect | inhibition, % at 10 µM, or IC50 in µM where a hit was titrated | 290,000 compounds, 0.091% hits; further: strong numbers were not always called active
NS5 inhibitors pilot replicate: also measured in NS5 inhibitors; calls as there; inhibition, %; measured here: pilot screen replicate inhibition
Starred values were filed as active, the others as inactive; i = inactive; ? = inconclusive; · = not tested or not shown; [ ] = remark or other dose. Unless noted, no stated cut-off is given here; in the data, active means inhibition above about 50%; inactive means the rest. Only part of the results is shown; rates above refer to the full screens.

SMILES	Yfh1-depleted yeast	West Nile virus CPE	KOR beta-arrestin-1	NS5 inhibitors	AID2073	HEK293 NOD2/NF-kB	HIV peptide binding	NOD1 NF-kB reporter	KOR beta-arrestin-2	others
CCN1CCN(CCNC(=O)Cn2c(=O)c3cccn3c3ccc(F)cc32)CC1	·	-0.1%	3.1%	-1%	6%	6%	0.1%	-29%	-19%
COC(=O)CCSCC(=O)Nc1ccc(C)c(S(=O)(=O)N2CCCCC2)c1	i	0.1%	2.5%	12%	-8%	18%	0.3%	-7%	25%
COc1ccc(NC(=S)N2CCC(N(C)CC3CCCO3)CC2)cc1 (configuration not stated)	i	0.4%	9.3%	-9%	-12%	2%	1.0%	-30%	20%
CCC(CC)C(=O)N1N=C(c2ccc(NS(C)(=O)=O)cc2)CC1c1ccc(C)cc1 (configuration not stated)	i	0.5%	0.0%	-6%	-9%	8%	2.3%	-4%	0%
N#Cc1ccc(CSc2nnc(COc3ccccc3)n2-c2ccccc2)cc1	i	-1.6%	-3.0%	-8%	-10%	12%	-0.4%	4%	4%
CCOC(=O)C1CCCN(C(=O)N2CCOCC2)C1 (configuration not stated)	i	-0.3%	-5.7%	3%	3%	-8%	-2.4%	-11%	-2%	NS5 inhibitors pilot replicate=-4.7
COc1ccc(-c2nnc(SCc3cc(C)ccc3C)n2N)cc1	i	-1.1%	-0.2%	-9%	-8%	22%	-0.1%	13%	-4%	NS5 inhibitors pilot replicate=0.6
Cc1nc2ccccc2c(=O)n1NC(=O)c1ccc(Cl)cc1	·	0.4%	-7.2%	-3%	20%	8%	-2.1%	18%	1%
Cc1ccc(C(=O)NC2CCSC2=O)cc1 (configuration not stated)	i	-0.5%	-3.2%	-2%	4%	10%	1.3%	2%	-12%
COc1ccc(Oc2nc(-c3ccccn3)nc3ccccc23)cc1	i	0.2%	3.0%	·	-6%	15%	0.3%	-7%	-25%
CCCNC(=O)OCCC12CC3CC(CC(C3)C1)C2	i	-1.2%	1.2%	-4%	-2%	-31%	-1.3%	-27%	20%
COc1ccc(CN2CCC(Oc3cc(C(=O)NC4CC4)ccc3OC)CC2)c(O)c1	·	-0.9%	2.2%	-7%	-2%	7%	-0.7%	-21%	-21%
Cc1ccc(CNC(=O)CCS(=O)(=O)c2cc3c(cc2Cl)NC(=O)CO3)o1	·	-0.3%	-6.6%	-3%	3%	-4%	-0.9%	-11%	14%[20 µM]
COc1cc(/C=N/NC(=O)c2cn(-c3cccc(C)n3)cn2)ccc1O	i	1.7%	1.6%	-7%	5%	-14%	-2.0%	-18%	-1%
Nc1nc(SCc2ccc(Cl)c(Cl)c2)n[nH]1	i	-0.7%	-2.2%	·	3%	-16%	2.3%	4%	21%
COC(=O)c1cccc(NC(=S)NCc2ccc(Cl)cc2)c1	i	-0.3%	4.6%	4%	-13%	1%	0.9%	-24%	-18%
O=C1NCCN1CCN1C(=O)c2ccccc2NC1c1ccccc1 (configuration not stated)	i	0.4%	0.5%	3%	13%	0%	-1.3%	-2%	29%
CCN(CC)CCCOc1ccc(C)cc1Br	i	-0.6%	-5.3%	5%	-6%	3%	0.4%	15%	·
COc1ccc(NC(=O)Cn2c(=O)oc3cc(S(=O)(=O)N4CCCC4)ccc32)cc1	·	-0.1%	-4.1%	1%	2%	24%	-0.9%	-10%	0%[20 µM]
C/C=C/C(=O)N1CC2(CC(c3cccc(NC(=O)CC)c3)=NO2)C[C@H]1C(N)=O (some centres not stated)	i	0.2%	1.4%	-1%	8%	-6%	-1.2%	4%	48%
O=C(CSc1ccccc1)N1CCN(c2ccccc2)CC1	i	0.1%	-1.2%	-6%	7%	-22%	-1.2%	-39%	9%
O=c1c(Cl)c(N2CCN(S(=O)(=O)c3ccc(F)cc3)CC2)cnn1-c1cccc(Cl)c1	i	0.6%	-1.0%	-15%	5%	20%	-1.3%	13%	-6%
CCCCOC(=O)c1nc(Cl)c(Cl)c(N)c1Cl	i	0.1%	1.1%	3%	-2%	10%	3.9%	-12%	1%
Cc1cnnn1-c1ccc([N+](=O)[O-])cc1	i	0.4%	-5.8%	·	2%	12%	-0.4%	-28%	11%
O=C(CCSc1nnc(-c2ccco2)o1)Nc1ccc(Cl)cc1	i	-0.4%	8.9%	-1%	-8%	-5%	7.6%	-2%	-26%

Additional results follow.
SMILES	Yfh1-depleted yeast	West Nile virus CPE	KOR beta-arrestin-1	NS5 inhibitors	AID2073	HEK293 NOD2/NF-kB	HIV peptide binding	NOD1 NF-kB reporter	KOR beta-arrestin-2	others
CCc1noc(C)c1C(=O)OCC(=O)c1ccccc1OC	·	-0.2%	1.3%	-6%	7%	9%	0.1%	-22%	7%
CCOc1ccc(-n2c(=S)sc3c(=O)n(-c4ccccc4)c(SCC(=O)O)nc32)cc1	·	1.0%	-3.1%	-5%	-1%	10%	2.0%	5%	-17%
O=C(Nc1ccccc1)NN1CC(=O)N(c2ccc(Cl)cc2)CC1=O	i	0.0%	-2.5%	-4%	1%	14%	0.5%	-7%	30%
Cc1nc(-c2cccc(NC(=O)c3cccs3)c2)cs1	i	0.2%	-3.3%	1%	6%	-5%	0.5%	-40%	8%
O=C(CCC(=O)N1CCN(Cc2ccc(F)cc2)CC1)Nc1nnc(C2CCCCC2)s1	·	-0.3%	1.6%	-6%	-7%	24%	1.2%	-22%	22%
Cc1cccn2c(=O)c3cc(C(=O)N4COCC4(C)C)sc3nc12	i	-0.6%	1.0%	-3%	11%	-9%	0.7%	-60%	0%
CC(=O)Nc1ccc(S(=O)(=O)NCc2nc(-c3ccccc3C)no2)cc1	·	-0.5%	-6.5%	0%	-3%	·	-0.5%	·	-17%
CCCCCCC(C)n1[nH]c(=O)cc1N (configuration not stated)	i	1.0%	0.1%	-13%	-1%	9%	-1.5%	-5%	15%
O=C1CSC(c2ccccn2)N1c1ccc(C(F)(F)F)cc1 (configuration not stated)	i	0.0%	0.9%	-1%	2%	14%	-0.1%	5%	1%
CC(=O)N1CC2(CC(=O)OC(C)C)CN(C(C)=O)CC(CC(=O)OC(C)C)(C1)C2=O	i	0.0%	-6.1%	-3%	8%	4%	-0.7%	20%	-25%
NC(=O)c1ccc[n+](Cc2cccc3ccccc23)c1	i	-0.3%	-0.1%	-3%	27%	13%	1.0%	-17%	7%
COCC(=O)N1CCC(n2nnc3cc(F)ccc32)CC1	i	-0.5%	0.9%	-7%	-3%	11%	-2.2%	-1%	-2%
O=C(Nc1ccc(F)cc1)c1cccc2ccccc12	·	-0.8%	-3.8%	-3%	12%	6%	-1.1%	-40%	-9%
COc1cc(C(Nc2ccc3c(c2)OCO3)C(=O)NC2CCCCC2)cc(OC)c1OC (configuration not stated)	i	-0.1%	-0.2%	-3%	-24%	12%	6.6%	·	22%
COc1ccccc1C(=O)NCCC(=O)Nc1ccc(C)cn1	·	-0.3%	-4.4%	-1%	5%	-10%	1.9%	-45%	7%
CSc1ncnc2sc(C)c(C)c12	i	-0.4%	-5.2%	-11%	-3%	6%	-1.7%	-16%	18%
CC1(C)CC(=O)C2=C(C1)NC1=C(C(=O)c3ccccc31)C2c1ccccc1 (configuration not stated)	i	0.4%	10%	2%	2%	-8%	-6.9%	19%	-16%
Cc1ccccc1N(C(=O)Cn1nnc2ccccc21)C(C(=O)NCc1ccco1)c1ccncc1 (configuration not stated)	i	-0.1%	-0.8%	7%	8%	6%	2.3%	-16%	9%
Cc1cc(-c2nn(-c3ccccc3F)cc2CN2CCCC(CO)C2)c(C)s1 (configuration not stated)	i	-0.3%	·	-8%	2%	2%	0.1%	-25%	-43%[20 µM]
Cc1ccc(NC(=S)N2CCn3cccc3C2c2cccnc2)cc1 (configuration not stated)	·	·	-0.3%	-2%	?	0%	-0.8%	-25%	19%
CCCC(=O)Nc1ccccc1-c1nnc(SC)[nH]c1=O	i	0.3%	-5.2%	-6%	-4%	-15%	0.9%	-20%	3%
CCC(NC(=S)NC1CCCCC1)c1ccccc1 (configuration not stated)	·	-1.3%	-0.8%	1%	3%	10%	-1.8%	11%	14%
COc1ccccc1N1CCN(/N=C(\C)c2ccccc2O)CC1	·	-0.3%	6.9%	-3%	-3%	11%	0.5%	4%	-72%[20 µM]	NS5 inhibitors pilot replicate=-3.3
O=C(OCc1nnc(-c2ccccc2)o1)C12CC3CC(CC(Br)(C3)C1)C2	i	-0.8%	-5.1%	-6%	8%	-11%	-0.2%	-39%	-3%
COc1cc(C(=O)Nc2ccc3nc(N4CCN(C)CC4)cc(C)c3c2)cc(OC)c1OC	·	3.0%	-1.4%	-1%	-2%	25%	0.7%	0%	-11%

Among those listed so far, these have an NH in an aromatic ring.
SMILES	Yfh1-depleted yeast	West Nile virus CPE	KOR beta-arrestin-1	NS5 inhibitors	AID2073	HEK293 NOD2/NF-kB	HIV peptide binding	NOD1 NF-kB reporter	KOR beta-arrestin-2	others
Nc1nc(SCc2ccc(Cl)c(Cl)c2)n[nH]1	i	-0.7%	-2.2%	·	3%	-16%	2.3%	4%	21%
CCCCCCC(C)n1[nH]c(=O)cc1N (configuration not stated)	i	1.0%	0.1%	-13%	-1%	9%	-1.5%	-5%	15%
CCCC(=O)Nc1ccccc1-c1nnc(SC)[nH]c1=O	i	0.3%	-5.2%	-6%	-4%	-15%	0.9%	-20%	3%

(next part)
SMILES	Yfh1-depleted yeast	West Nile virus CPE	KOR beta-arrestin-1	NS5 inhibitors	AID2073	HEK293 NOD2/NF-kB	HIV peptide binding	NOD1 NF-kB reporter	KOR beta-arrestin-2	others
Cc1cccc(C)c1NC(=O)COC(=O)C1CC(=O)N(Cc2ccccc2)C1 (configuration not stated)	i	-0.3%	-3.2%	-4%	32%	-2%	0.3%	-35%	-18%
O=C(N/N=C/c1cccc([N+](=O)[O-])c1)c1ccc(CN2CCOCC2)cc1	i	-0.7%	1.5%	-5%	3%	-5%	0.3%	-30%	9%
COc1ccc(C(C(=O)Nc2ccc(C(C)C)cc2)N(Cc2ccco2)C(=O)CC2NC(=O)NC2=O)cc1 (configuration not stated)	i	-0.7%	5.9%	-7%	5%	7%	2.7%	-15%	-34%
COc1cc(C2NC(=O)NC3=C2C(=O)OC3)cc(OC)c1OC (configuration not stated)	i	0.3%	3.2%	-2%	-6%	10%	1.7%	-9%	24%
CCn1c(O)c(N=NC(=O)c2cccnc2)c2cc(Br)ccc21	i	0.0%	2.7%	-2%	-2%	14%	0.5%	0%	-14%
COc1ccc(Cl)cc1NC(=O)C(C)N(C)Cc1cccc(Cl)c1Cl (configuration not stated)	i	-1.0%	0.3%	-7%	2%	-6%	1.6%	6%	-16%
COc1cccc(-n2nnc3c(=O)n(Cc4c(F)cccc4Cl)cnc32)c1	i	1.3%	3.5%	-5%	6%	-11%	0.7%	-37%	28%
CC(C)CN1CN(Cc2ccccc2)CNC1=S	i	0.7%	-0.6%	-1%	-4%	-7%	0.7%	-16%	23%
O=C(/C=C/c1cc2c(cc1Br)OCO2)NCc1ccc(F)cc1	i	-0.1%	27%	1%	1%	19%	0.0%	-20%	-11%
O=C(NCCCN1CCOCC1)c1coc2ccccc2c1=O	i	-0.1%	-1.1%	3%	3%	17%	3.2%	-9%	33%
